Apaf1 inhib: human Apaf-1 inhibition; O14727; reconstituted apoptosome caspase-3 activity, DEVD-Rh110 fluorescence; inhibition, % at 20 µM; hit rate 0.71% among 330,000; AID 489030; active = inhibition of at least 40% at 20 µM;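 note: plate controls were DMSO wells for no effect and DEVD-CHO caspase inhibitor wells for full effect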
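Medium: Hepes buffer, pH 7.5 / System: biochemical Apaf-1 apoptosome reconstitution / Measured by: Rh110 fluorescence, excitation 480 nm, emission 540 nm / Times: compound with Apaf-1, dATP, procaspase-3 30 min, then 50 min reaction, room temperature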
hIAP block: human IAP inhibition; purified IAP, CDP-Star luminescence, 30 min; inhibition, % at 10 µM; hit rate 0.12% among 330,000; AID 2544;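 active = inhibition reaching a set limit with compound at 10 µM in the primary screen, cut at about 35% in these data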;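 note: plate controls were DMSO wells with enzyme for no effect and no-enzyme buffer wells for full effect; values of inactives mirror those of a sister screen read the other way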
Target sequence (P09923 whole entry, looked up): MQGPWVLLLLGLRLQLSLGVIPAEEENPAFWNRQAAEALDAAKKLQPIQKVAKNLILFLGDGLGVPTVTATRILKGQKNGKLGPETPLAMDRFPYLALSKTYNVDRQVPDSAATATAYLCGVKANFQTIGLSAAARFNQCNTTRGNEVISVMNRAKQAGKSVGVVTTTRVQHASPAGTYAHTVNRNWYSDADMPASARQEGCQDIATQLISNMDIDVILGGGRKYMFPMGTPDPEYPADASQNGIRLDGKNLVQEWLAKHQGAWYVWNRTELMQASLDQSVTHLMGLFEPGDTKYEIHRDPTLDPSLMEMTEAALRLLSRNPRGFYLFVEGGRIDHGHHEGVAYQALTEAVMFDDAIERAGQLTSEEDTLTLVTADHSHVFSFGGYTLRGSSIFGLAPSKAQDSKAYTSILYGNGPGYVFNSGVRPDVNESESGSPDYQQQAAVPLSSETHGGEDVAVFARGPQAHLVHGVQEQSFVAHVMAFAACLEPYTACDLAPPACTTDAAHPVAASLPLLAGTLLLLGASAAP
hIAP act: increases human intestinal alkaline phosphatase activity; P09923; purified human IAP, CDP-Star luminescence, 30 min; stronger effect = higher value; 1 = vehicle-only enzyme, 0 = enzyme-free background; activation factor at 10 µM; hit rate 0.16% among 330,000; AID 2524;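 active = activation factor of the enzyme at least 2-fold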; note: the source names both 10 and 20 µM as test concentration; values of inactives mirror those of a sister screen read the other way
ATG4B inh: ATG4B (human) cysteine protease inhibition | hit rate 0.51% among 340,000 | ATG4B cleavage of LC3-PLA2, NBD-HPC fluorescence, 1 h | inhibition, % at 8.33 µM; in the data active = inhibition above about 40%
Target sequence (Q9Y4P1 whole entry, looked up): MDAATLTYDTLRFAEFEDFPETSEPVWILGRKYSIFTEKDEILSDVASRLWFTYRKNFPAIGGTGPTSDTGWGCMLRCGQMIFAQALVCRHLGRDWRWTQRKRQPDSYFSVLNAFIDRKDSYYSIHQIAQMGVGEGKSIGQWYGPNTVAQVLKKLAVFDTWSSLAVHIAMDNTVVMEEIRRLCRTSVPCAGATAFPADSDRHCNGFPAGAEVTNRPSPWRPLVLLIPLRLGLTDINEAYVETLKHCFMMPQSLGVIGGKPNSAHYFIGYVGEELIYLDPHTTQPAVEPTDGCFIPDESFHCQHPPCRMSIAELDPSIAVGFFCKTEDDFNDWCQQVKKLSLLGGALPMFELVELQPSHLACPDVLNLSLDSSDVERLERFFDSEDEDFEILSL
tim10-1 inh: inhibits growth of tim10-1 mutant yeast. S. cerevisiae tim10-1 ts strain growth, BacTiter-Glo, 24 h. inhibition, % at 20 µM. hit rate 2.2% among 330,000. AID 463190;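 active = inhibition of at least 40%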;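 note: mutant grown at 25 °C; 0% = DMSO wells with yeast and 100% = wells holding no yeast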
mIAP block: mouse IAP inhibition | inhibition, % at 10 µM | AID 2806 | hit rate 0.2% among 330,000 | purified mouse IAP, CDP-Star luminescence, 30 min;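 active = inhibition of at least 40% at 10 µM in the primary screen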;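 note: plate controls were DMSO with enzyme for no effect and no enzyme wells for full effect; values of inactives mirror those of a sister screen read the other way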
NALP3 yeast inh: inhibitors of NALP3 inflammasome in yeast; Yeast reconstituted NLRP3/ASC/caspase-1, beta-gal luminescence, 24 h; inhibition, % at 10 µM; hit rate 0.39% among 330,000; AID 2825;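 active = inhibition of 50% or more; inactive = inhibition below 50%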;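 note: plate controls were induced DMSO wells for no effect and uninduced yeast grown without galactose for full effect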
TIM10 inh: TIM10 yeast growth inhibition; hit rate 1.4% among 330,000; S. cerevisiae TIM10 strain growth, BacTiter-Glo luminescence, 24 h; inhibition, % at 10 µM;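 active = inhibition of 40% or more at the single tested concentration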;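 note: wild-type TIM10 isogenic control strain grown at permissive 25 °C; 0% = DMSO yeast wells and 100% = minimal medium wells without yeast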
mIAP activ: increases mouse intestinal alkaline phosphatase activity | hit rate 0.24% among 330,000 | activation factor at 10 µM | muIAP, CDP-Star luminescence, 30 min; stronger effect = higher value; 1 = vehicle-only enzyme signal, 0 = enzyme-free wells;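 active = activation factor of at least 2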; note: the source names both 10 and 20 µM as test concentration; values of inactives mirror those of a sister screen read the other way
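Assay system: mouse IAP enzyme; Reagent: CDP-Star chemiluminescent phosphatase substrate; Compound: DMSO-dissolved test compounds; Incubation: 30 min, room temperature; Technique: luminescence from enzymatic CDP-Star hydrolysis; Controls: DMSO-only wells and no-enzyme negative control.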
Active calls of the source: *; x = no result given.

Preview, seven compounds:
SMILES	Apaf1 inhib	hIAP block	hIAP act	ATG4B inh	tim10-1 inh	mIAP block	NALP3 yeast inh	TIM10 inh	mIAP activ
Cc1sc2nc(CSCC(=O)Nc3c(Cl)cccc3Cl)[nH]c(=O)c2c1C	11	-16	1.2	-5	24	5	11	5	0.95
Cc1nc2sccn2c(=O)c1S(=O)(=O)Nc1ccc(N2CCN(C(=O)C(C)C)CC2)cc1	7	-5	1	0	8	2	-2	-11	0.98
C(=C\c1ccccc1)/CNn1cnnc1	-11	-7	1.1	-8	5	-10	-2	1	1.1
O=C(CSC1=NCCS1)NCc1ccco1	0	6	0.94	2	-18	11	15	-13	0.89
NC(=O)c1cc(C(=O)c2ccccc2Cl)c[nH]1	0	15	0.85	2	2	3	3	8	0.97
CCn1cc(/C=N\NC(=O)Cc2ccc(Cl)cc2)cn1	-2	1	0.99	14	-9	12	13	-12	0.88
Cc1ccc(C(=O)CSc2nc(C)cc(=O)[nH]2)cc1	0	4	0.96	-4	5	-5	16	-6	1

The whole of this part, from the first entry:
SMILES	Apaf1 inhib	hIAP block	hIAP act	ATG4B inh	tim10-1 inh	mIAP block	NALP3 yeast inh	TIM10 inh	mIAP activ
Cc1sc2nc(CSCC(=O)Nc3c(Cl)cccc3Cl)[nH]c(=O)c2c1C	11	-16	1.2	-5	24	5	11	5	0.95
Cc1nc2sccn2c(=O)c1S(=O)(=O)Nc1ccc(N2CCN(C(=O)C(C)C)CC2)cc1	7	-5	1	0	8	2	-2	-11	0.98
C(=C\c1ccccc1)/CNn1cnnc1	-11	-7	1.1	-8	5	-10	-2	1	1.1
O=C(CSC1=NCCS1)NCc1ccco1	0	6	0.94	2	-18	11	15	-13	0.89
NC(=O)c1cc(C(=O)c2ccccc2Cl)c[nH]1	0	15	0.85	2	2	3	3	8	0.97
CCn1cc(/C=N\NC(=O)Cc2ccc(Cl)cc2)cn1	-2	1	0.99	14	-9	12	13	-12	0.88
Cc1ccc(C(=O)CSc2nc(C)cc(=O)[nH]2)cc1	0	4	0.96	-4	5	-5	16	-6	1
O=C(NCCCn1ccnc1)c1cc2ccccc2oc1=O	-2	5	0.95	17	2	1	9	1	0.99
CC1CCCCC12NC(=O)N(CC(=O)N1CCN(S(=O)(=O)c3cccs3)CC1)C2=O (stereo not given)	2	16	0.84	-1	3	-2	13	1	1
O=C(O)CCc1ccc(-c2cccs2)n1-c1ccc(C(=O)O)cc1	-9	-14	1.1	6	-11	1	3	-2	0.99
COC(=O)c1ccc(NC(=O)C2CC(=O)OC2c2ccccc2)cc1 (stereo not given)	-23	0	1	-2	-3	-8	13	3	1.1
CC(C)(OC(=O)c1ccc(C(F)(F)F)cc1)c1cc2ccccc2c(=O)o1	12	7	0.93	-7	24	11	7	15	0.89
O=C1NC(Cc2ccccc2)c2nc3ccc(F)cc3c(=O)n2-c2cc(Cl)ccc21 (stereo not given)	18	15	0.85	x	21	2	11	4	0.98
CCCCSc1n[nH]c(N)n1	-5	7	0.93	3	10	-3	-8	3	1
CC(C)CNS(=O)(=O)c1ccc(CCC(=O)O)cc1	-9	-18	1.2	13	-2	-2	18	-3	1
O=C(CN(c1ccccc1Cl)S(=O)(=O)c1ccccc1)N/N=C/c1ccccc1C(=O)O	0	-14	1.1	-6	-5	-9	18	17	1.1
Cc1nc(SCC(=O)N2CCC(Cc3ccccc3)CC2)[nH]c(=O)c1C	11	4	0.96	1	-2	0	10	-14	1
O=C(CCSCc1ccccc1F)NCc1ccc(F)cc1	1	-12	1.1	6	8	3	21	0	0.97
Cc1ccc(S(=O)(=O)NCc2nc3ccccc3[nH]2)cc1	8	-36	1.4	6	2	1	14	0	0.99
O=C(O)C1CSC2c3ccccc3C(=O)N12 (stereo not given)	-27	-5	1.1	-2	-10	7	2	3	0.93
CSc1ncccc1C(=O)OCc1ccccc1Cl	7	-5	1.1	-2	-7	3	14	3	0.97
Cc1sc2c(c1C)C(=O)/C(=C\Nc1ccccn1)S(=O)(=O)N2C	-15	21	0.79	-4	0	2	17	5	0.98
O=C(NCCN1CCc2ccccc2C1)C1CCN(S(=O)(=O)N2CCCCC2)CC1	-7	-10	1.1	-3	-15	9	7	-5	0.91
O=C(Nc1ccc2c(c1)OCCO2)C1CCN(c2ncccn2)CC1	2	-4	1	5	14	-6	3	2	1.1
COc1ccccc1/C=C\C=N\NC(=O)CCn1nnc2ccccc21	-8	5	0.95	-1	23	1	-9	25	0.99
SMILES	Apaf1 inhib	hIAP block	hIAP act	ATG4B inh	tim10-1 inh	mIAP block	NALP3 yeast inh	TIM10 inh	mIAP activ
COc1ccc(CN2C(=O)C(Cc3ccccc3)Nc3ncnc(N4CCCCC4)c32)cc1 (stereo not given)	12	26	0.74	11	35	-1	15	17	1
Cn1c(C2=C(O)CN(c3ccc4c(c3)OCCO4)C2=N)nc2ccccc21	-6	-22	1.2	-2	-13	-10	10	-11	1.1
COc1ccc(C2NC(=S)N(c3ccccc3)C(C)=C2C(=O)Nc2ccccc2)cc1 (stereo not given)	14	-7	1.1	-18	25	-16	19	6	1.2
O=c1c2ccccc2nc2n1CCC2O (stereo not given)	10	-6	1.1	-15	10	6	18	1	0.94
O=C(NCCCCCCNC(=O)C1CCCC1)C1CCCC1	-5	-5	1	-3	7	-3	10	4	1
Cc1ccc2oc(=O)c3cnn(CC(=O)NCCCOC(C)C)c3c2c1	7	-2	1	1	15	2	14	-4	0.98
O=C(C(Cc1ccccc1)n1cccc1)N1CCN(c2cccc(Cl)c2)CC1 (stereo not given)	22	-14	1.1	-16	22	8	10	10	0.92
CC1(C(=O)Nc2ccc(S(=O)(=O)Nc3ncccn3)cc2)CCCC1	-4	9	0.91	2	-8	-17	-2	-6	1.2
CC(C)c1ccc(NC(=O)C2C3C=CC(CC3)C2C(=O)O)cc1 (stereo not given)	-7	13	0.87	0	12	4	-3	14	0.96
Nc1sc(-c2ccccc2)n[n+]1Cc1cccc2cccnc12	28	-9	1.1	-7	23	-1	20	8	1
CCOc1ccc2nc(NC(=O)C3CCCN(S(=O)(=O)c4cccc5nonc45)C3)sc2c1 (stereo not given)	-7	23	0.77	-8	14	13	4	-4	0.87
Cc1occc1-c1nnc(SCc2nnc(-c3ccc(Cl)cc3)o2)n1C	10	5	0.95	4	19	7	-10	1	0.93
Nc1nonc1C(=O)NCCNC(=O)c1cccc(Cl)c1	-4	0	1	3	-13	10	14	9	0.9
CC(=O)Nc1ccc(S(=O)(=O)N2CCN(S(=O)(=O)N3CCCCC3)CC2)cc1	-10	-17	1.2	-2	3	6	4	14	0.94
Cc1cc(OC(C)C(=O)NNC(=O)Nc2ccc(F)cc2F)cc(C)c1Cl (stereo not given)	13	-55	1.6	13	-3	2	18	-7	0.98
CC(=O)Oc1ccc(-c2nc3c(C)cccc3c(=O)o2)cc1	3	-2	1	7	35	2	49	14	0.97
NC(=O)COC(=O)/C=C/c1ccc(S(=O)(=O)N2CCCCCC2)cc1	-5	1	0.99	-4	12	-3	5	9	1
COc1ccc(OCCCC(=O)OC(C)C(=O)Nc2ccc(NC(C)=O)cc2)cc1 (stereo not given)	1	-40	1.4	7	-6	-2	20	0	1
COc1ccc(-c2nnc(SCc3c(C)noc3C)n2N)cc1OC	-3	19	0.81	-10	11	6	1	5	0.94
CCC1C(=O)CC(c2ccccc2)NC1c1ccccc1 (stereo not given)	9	1	0.99	-3	11	0	28	-3	1
O=C(COC(=O)c1cccnc1Cl)c1ccc(OC(F)F)cc1	-3	6	0.94	-10	-1	-5	11	-18	1.1
COc1ccc(CN2C(=NC(=O)c3ccccc3)SC3CS(=O)(=O)CC32)cc1OC (stereo not given)	21	-12	1.1	-20	18	0	9	1	1
N/C(=N\N=C\c1ccc(O)cc1)c1nonc1N	8	-7	1.1	5	14	-1	5	3	1
Cc1ccc(S(=O)(=O)N2CCCCC2)cc1NC(=O)c1ccncc1	1	-18	1.2	-11	15	6	8	5	0.94
Cc1cc(OCC(=O)NCCCN2CCOCC2)c2c(C)c(C)c(=O)oc2c1	-2	-5	1.1	2	-3	-5	9	7	1.1
SMILES	Apaf1 inhib	hIAP block	hIAP act	ATG4B inh	tim10-1 inh	mIAP block	NALP3 yeast inh	TIM10 inh	mIAP activ
Cc1ccc(CN2CN(S(=O)(=O)c3cccs3)c3nc4ccccc4nc32)cc1	8	6	0.94	0	-6	7	-1	10	0.93
COc1ccccc1C(=O)Nc1ccc2c(C)cc(=O)oc2c1	2	-5	1.1	-5	10	-7	3	-8	1.1
CN(C)C(=O)c1c(NC(=O)c2ccccc2)sc2c1CCC2	-10	-4	1	1	14	6	8	0	0.94
CCOC(=O)N1CCC(Nc2c(NCCCN3CCN(CC)CC3)c(=O)c2=O)CC1	23	-9	1.1	-7	-3	-2	1	-7	1
CCc1ccc(S(=O)(=O)N2CCCC(N3CCN(c4ccc(OC)cc4)CC3)C2)cc1 (stereo not given)	16	-25	1.3	1	12	-8	13	4	1.1
O=C(CCc1ccc(S(=O)(=O)N2CCOCC2)cc1)NCCCN1CCCC1=O	-16	12	0.88	2	-6	-4	-3	0	1
Cc1cc(=O)oc2cc(O)c(N=Nc3ccccc3)cc12	-7	10	0.9	9	-13	9	11	1	0.91
CCOC(=O)N1CCN(C/C(C)=C/c2ccccc2)CC1	-20	-1	1	-4	0	8	27	-2	0.92
CC(C)c1cc(=O)[nH]c(N2CCN(Cc3ccc4c(c3)OCO4)CC2)n1	13	-12	1.1	4	-1	-12	11	-3	1.1
CS(=O)(=O)N(Cc1ccc(C(=O)NN=C2CCCC2)cc1)c1ccccc1	5	-11	1.1	-7	-4	-4	1	6	1
COc1ccc(N2CCN(C(CNC(=O)COc3ccccc3)c3ccco3)CC2)cc1 (stereo not given)	15	3	0.97	2	36	4	-5	28	0.96
OCC(Cc1ccccc1)NCc1ccccc1C(F)(F)F (stereo not given)	-1	9	0.91	6	12	-4	14	1	1

Results in ATG4B inh, mIAP activ and TIM10 inh, for some of the entries so far:
| compound | ATG4B inh | mIAP activ | TIM10 inh |
| --- | --- | --- | --- |
| Cc1ccc(CN2CN(S(=O)(=O)c3cccs3)c3nc4ccccc4nc32)cc1 | 0 | 0.93 | 10 |
| CC(C)c1cc(=O)[nH]c(N2CCN(Cc3ccc4c(c3)OCO4)CC2)n1 | 4 | 1.1 | -3 |
